ABHD5-PLIN5 inh = blocks binding of human ABHD5 to perilipin-5. Split G. princeps luciferase complementation, luminescence, 4 h. inhibition, % at 4 µM. 360,000 tested, 0.78% active. AID 602281;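 active = inhibition above the mean inhibition across every tested compound plus 3 SD, cut at about 22% in these data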;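 note: 0% = DMSO only wells and the 100% control is not disclosed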
MC4R antagonist = blocks human MC4R cAMP signaling; AID 540295; P32245; 360,000 tested, 0.48% active; inhibition, % at 6.5 µM; MC4R-expressing cells, MTII-stimulated cAMP, LANCE TR-FRET;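 active = inhibition above its plate's cutoff, the mean of tested wells on that plate plus 3 SD, cut at about 29% in these data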;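 note: 0% = Melanotan II alone and 100% = Melanotan II plus saturating MCL0020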
Target sequence (P32245 whole entry, looked up): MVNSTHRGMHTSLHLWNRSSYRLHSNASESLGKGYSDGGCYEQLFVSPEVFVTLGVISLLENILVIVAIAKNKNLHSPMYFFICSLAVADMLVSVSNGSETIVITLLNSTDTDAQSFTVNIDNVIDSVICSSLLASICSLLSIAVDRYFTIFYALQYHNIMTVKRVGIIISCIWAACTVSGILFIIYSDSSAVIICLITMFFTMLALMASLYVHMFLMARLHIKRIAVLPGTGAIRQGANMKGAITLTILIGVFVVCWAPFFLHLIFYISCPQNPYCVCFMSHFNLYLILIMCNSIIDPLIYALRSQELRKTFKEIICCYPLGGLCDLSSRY
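System: U2OS-MC4R stable cell line; Technique: Eu-cAMP/anti-cAMP TR-FRET, emission 671 nm; Repeats: single well per compound; Also added: Melanotan II; Dosing: one concentration, 6.5 µM nominal; Schedule: 30-min compound, 1-h challenge, 1-h detection, room temperature.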
Glyco luc inh = N-linked glycosylation inhibition. AID 588692. reporter increase, % at 12.5 µM. 360,000 tested, 0.23% active. D54 ERlucT glycosylation luciferase reporter, 24 h; percent of 100 nM tunicamycin response;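 active = mean luciferase reporter signal, scaled so untreated is 0 and the glycosylation-blocking control 100, at or above a set limit in every replicate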;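 note: luciferase carries N-glycosylation sites so blocking glycosylation raises the light; 0% = median of neutral control wells and 100% = median of 100 nM tunicamycin wells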
H9c2 protect = modulators protecting cardiomyocytes from myocardial damage; H9c2 cardiomyocytes, H2O2 injury protection, ATPLite, 2 h; 360,000 tested, 0.63% active; protection from H2O2 cell death, % at 20 µM;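 active = compounds giving at least 50% protection of heart cells from peroxide-induced death in the single-dose screen, raw or plate-pattern-corrected value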;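 note: 0% = DMSO wells with peroxide and 100% = DMSO wells without peroxide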
HTR2A ag = activates the mouse 5-HT2A serotonin receptor | 360,000 tested, 0.66% active | activation, % at 7.6 µM | CHO-K1 mHTR2A beta-arrestin complementation, luminescence; percent of 30 µM serotonin response;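 active = activation above a run cutoff, the mean activation of all tested compounds plus 3 SD, cut at about 14% in these data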;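 note: 0% = plate median of compound wells and 100% = 30 µM serotonin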
CaV13 ICDI inh = Primary screen for inhibitors of IQ motif and Ca2+-dependent inactivation inhibitor domain binding in CACNA1D, Förster resonance energy transfer in living cells, …; inhibition, % at 12.3 µM; HEK cells, CFP/YFP FRET ICDI-IQ, plate reader, 10 min; percent FRET-ratio fall versus neutral wells; 340,000 tested, 0.098% active; AID 743397;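 active = mean replicate inhibition of at least 30% and at least 1% of replicates passing that level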;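 note: 0% = median of the neutral control wells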
Exocytosis inh = lytic granule exocytosis inhibition. AID 651702. TALL-104 LAMP-1 surface exposure, flow cytometry; cells stimulated with thapsigargin and PMA. 360,000 tested, 0.66% active. inhibition, % at 10 µM;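 active = inhibition above about 55%, limit read from the data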
ABCB6 inh MLPCN = inhibitors of human ABC transporter ABCB6; Q9NP58; K562-ABCB6 porphyrin accumulation, flow cytometry, 1 h; active compounds read low; fluorescence ratio to DMSO, % at 10 µM; 360,000 tested, 0.19% active;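 active = fluorescence ratio to DMSO below 75%, the collection mean minus 3 SD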;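 note: signal is porphyrin accumulated inside mitochondria; 100% equals median channel fluorescence of DMSO control wells; lower ratio means ABCB6 inhibition with less porphyrin fluorescence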
MC4R barr agon = activates human MC4R beta-arrestin recruitment; P32245; U2OS MC4R beta-arrestin complementation, luminescence; percent of melanotan II response, DMSO zero; activation, % at 8.9 µM; 360,000 tested, 0.98% active; AID 540308;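 active = activation above a per-plate cutoff, the mean activation of sample wells on that plate plus 3 SD, cut at about 8% in these data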
PDI inh = blocks human protein disulfide isomerase activity; P07237; PDI insulin aggregation turbidity, A650, 90 min; inhibition, % at 10 µM; 350,000 tested, 0.052% active;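 active = mean inhibition across replicates of 30% or more, whatever share of single replicates reach that level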;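 note: absorbance from insulin aggregation driven by PDI reduction with DTT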
Target sequence (P07237 whole entry, looked up): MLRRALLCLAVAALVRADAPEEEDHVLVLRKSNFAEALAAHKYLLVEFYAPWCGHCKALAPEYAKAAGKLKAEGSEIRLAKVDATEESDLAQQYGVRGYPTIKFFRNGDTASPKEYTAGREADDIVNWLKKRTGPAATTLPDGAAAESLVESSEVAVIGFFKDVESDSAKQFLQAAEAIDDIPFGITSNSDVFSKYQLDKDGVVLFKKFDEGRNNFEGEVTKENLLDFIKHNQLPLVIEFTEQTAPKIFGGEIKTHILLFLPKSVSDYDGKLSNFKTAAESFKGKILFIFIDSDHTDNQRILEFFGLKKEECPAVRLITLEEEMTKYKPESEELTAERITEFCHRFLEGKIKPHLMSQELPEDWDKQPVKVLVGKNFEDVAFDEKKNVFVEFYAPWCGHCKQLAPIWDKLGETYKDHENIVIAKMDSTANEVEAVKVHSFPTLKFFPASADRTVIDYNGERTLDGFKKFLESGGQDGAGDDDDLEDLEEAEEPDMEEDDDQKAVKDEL
* hit, by the source's call; / = not tested or not shown.

canonical_smiles,ABHD5-PLIN5 inh,Glyco luc inh,HTR2A ag,CaV13 ICDI inh,ABCB6 inh MLPCN,PDI inh,MC4R barr agon,MC4R antagonist,Exocytosis inh,H9c2 protect
O=C(NNC(=O)C1CCCN(c2ncccn2)C1)c1ccncc1 (centres undefined),-2,3,-2,-5,99,-11,-3.0,5,-12,14
COc1cccc(C2CC(c3cccs3)=NN2C(=O)CSC2=NCCS2)c1OC (centres undefined),4,-5,-4,-6,96,5,-2.1,8,2,1
CCc1nc(SCc2ccccc2C#N)n[nH]1,-4,0,1,13,97,-1,-0.3,-1,4,0
CCOc1ccc(OCC(=O)Nc2ccc(S(N)(=O)=O)cc2)cc1,1,-3,3,8,98,-3,-2.5,1,-3,4
COc1ccc(-c2noc(C)c2-c2ccc3ccccc3n2)c(O)c1,-2,0,-5,/,102,6,1.2,-13,3,-10
Cc1cc(C)cc(NC(=O)Cn2nnc3ccccc3c2=O)c1,7,1,5,4,112,-18,2.5,7,2,-1
C/C(CC(=O)Nc1ccc(Br)cc1)=N\NC(=O)c1cccc(O)c1,3,-1,-4,-20,95,-1,-1.1,5,9,8
CCOC(=O)c1cc2c(=O)n3ccccc3nc2n(C(C)C)c1=NC(=O)c1ccncc1,7,1,3,0,95,1,0.0,5,-2,20
CC(C)NS(=O)(=O)c1ccc(OCC(=O)NCCC2=CCCCC2)cc1,-5,0,-5,-9,149,-5,-0.8,-3,-2,-2
NC(=O)c1nsc(C(=O)N(Cc2ccccc2F)C(C(=O)NCC2CCCO2)c2ccc(F)cc2)c1N (centres undefined),5,0,-1,-4,94,0,2.0,9,14,25
COc1ccc2sc(NC(C)=O)nc2c1,3,0,4,/,95,-3,-1.9,1,0,0
Cc1cccc(C(P(=O)(c2ccccc2)c2ccccc2)P(=O)(c2ccccc2)c2ccccc2)n1,0,0,8,-5,102,-4,0.4,22,-5,4
CCC(c1nnnn1Cc1ccc(F)cc1)N(CCCO)Cc1cc2cc3c(cc2[nH]c1=O)OCO3 (centres undefined),4,2,-1,-5,100,9,-0.7,4,2,37
c1cc2c(cn1)cnc1cscc12,0,-4,1,-9,96,-11,-0.1,0,-2,1
CN(C(=O)CSc1nnc(-c2ccc(Cl)cc2)n1C)C1CCS(=O)(=O)C1 (centres undefined),-3,2,2,-15,101,4,0.4,4,-7,-6
COc1ccccc1CNC(=O)C(C)n1cccc1C(=O)c1ccccc1 (centres undefined),-9,-5,2,-7,101,9,2.3,20,-11,1
CCOC(=O)c1c(NC(=O)CN2C(=O)C(=O)N(CC(C)C)C2=O)sc(C)c1CC,0,3,8,-5,104,6,-0.3,-2,4,-1
O=C(NCCc1ccc(F)cc1)c1ccc2nccnc2c1,1,-7,-1,-2,98,-17,-1.7,2,-1,2
CC1CC(C)CN(c2nc3c(c(=O)n(C)c(=O)n3C)n2CCSc2nc3ccccc3o2)C1 (centres undefined),9,-2,2,-2,95,/,-0.9,12,11,10
CCOC(=O)/C=C1\CC(C(=O)OCC)Oc2c(OC)cccc21 (centres undefined),4,2,-2,-7,98,18,-3.1,-2,5,7
CCN(CC)CCOC(=O)c1cccc(Cl)c1,4,2,0,-6,105,-7,-1.8,-1,-5,4
C[C@H]1CCC[C@@]2(O[C@H](CCO)C[C@H](O)[C@H]2O)O1,-4,0,0,-10,101,-5,0.6,1,20,-3
O=C1CC(Nc2cc(=O)[nH]c(=O)[nH]2)C(=O)N1c1ccccc1Cl (centres undefined),2,0,6,-3,99,9,-1.5,5,-1,2
O=C(Nc1ncnc2c1ncn2[C@@H]1O[C@H](/C=C/C(=O)N2CCN(c3ccc(F)cc3)CC2)[C@@H](O)[C@H]1O)c1ccccc1,2,3,3,-7,98,/,/,/,-2,-3
CCOC(=O)c1cnc2c(c(C)nn2C)c1Oc1ccccc1F,0,0,4,-4,96,-3,-0.4,3,3,1
O=C(NCc1ccc(Cl)cc1)C1CCC(CNc2c(N3CCCCC3)c(=O)c2=O)CC1 (centres undefined),-4,-2,-7,-6,101,10,-0.6,-2,-8,0
Cc1nn(-c2ccc(F)cc2)c2sc(C(=O)OCC(=O)N3CCC(C)CC3)cc12,0,0,1,-4,79,-3,-2.1,-7,-1,15
Cc1ccc(-c2ccnc(-c3ccc(O)cc3)n2)cc1,-4,7,-1,13,97,-5,0.2,-6,2,-2
CC(=O)N1C[C@H]2CON(C)[C@H]2C[C@H]1c1cccc(-c2ccccc2)c1,6,3,3,-3,99,-1,0.5,6,-3,-6
O=C(NCc1ccc(F)cc1)c1cc(C2CCCCN2S(=O)(=O)c2ccccc2)on1 (centres undefined),-7,-4,-7,-9,98,6,-1.0,7,-5,3
COc1ccc(-c2csc(NC(CO)c3nc4ccccc4n3CCOCCO)n2)cc1 (centres undefined),-6,0,-2,-11,97,3,-1.6,2,-5,-3
Cc1ccc(C(=O)Nc2nccc(-c3cccs3)n2)cc1,3,1,3,-4,91,2,-1.0,-1,-2,-3
CC(C)(C)S(=O)(=O)c1cnc2c(-c3ccc(F)cc3)cnn2c1N,1,1,6,/,99,-14,-0.6,-2,-1,-6
O=c1c(-c2ccc(O)cc2)coc2cc(OC3OC(CO)C(O)C(O)C3O)ccc12 (centres undefined),-3,0,-4,-4,100,6,-2.2,4,-6,2
COc1ccc(/C=C(\C#N)C(=O)NCc2cccnc2)cc1OC,1,2,0,-2,94,2,-0.3,3,-1,18
Cc1ccccc1NC(=O)COC(=O)/C=C/c1cn(-c2ccccc2)nc1-c1cccnc1,4,0,1,-3,94,-3,0.1,0,-3,13
CCn1c(N2CCN(CC(=O)c3ccc(OC)cc3)CC2)nc2ccccc21,0,3,-3,/,105,-14,1.1,1,1,4
CC(=O)Nc1cccc(OCC(=O)Nc2cccc(S(=O)(=O)N3CCCC3)c2)c1,-4,-2,2,-6,94,-1,-2.8,8,-2,-16
CC(=O)Nc1ccc2c(c1)Cc1c-2cc(Br)c(N)c1Br,3,-3,-2,-6,95,-2,-0.9,-1,-15,4
Cc1ccc(C(=O)C(C)OC(=O)CCN2C(=O)C3C4C=CC(C5CC45)C3C2=O)cc1 (centres undefined),11,1,10,-7,101,-2,-1.2,3,7,-5
COc1cc(C(=O)OCC(=O)NC2CCS(=O)(=O)C2)ccc1OCc1c(C)noc1C (centres undefined),-3,2,2,-4,95,17,-0.9,13,-11,2
O=P(c1cccs1)(c1cccs1)c1cccs1,-2,0,-2,-6,99,1,-0.4,20,0,0
CS(=O)(=O)N1CCCC(C(=O)Nc2ccc(Br)cc2F)C1 (centres undefined),6,1,4,-8,101,-3,-2.1,23,-1,-4
CC12C=CC3(CN(Cc4ccccc4)C(=O)C3C1C(=O)NC1CC1)O2 (centres undefined),3,1,-2,-3,105,5,-0.9,20,1,-2
CCOC(=O)[C@]12CCCC=C1N(Cc1ccco1)C(=O)[C@H](CC(=O)NCC13CC4CC(CC(C4)C1)C3)C2,-6,/,2,-8,96,/,/,/,7,/
NNC(=O)CNC(c1ccccc1)c1cc(Br)ccc1NC(=O)c1ccccc1Br (centres undefined),1,-1,-2,-5,93,-4,2.6,2,4,-3
COc1cc(C(=O)NCc2ccc3c(c2)OCO3)c([N+](=O)[O-])cc1OC,-2,1,0,-19,96,-5,-1.5,0,10,3
COc1ccc(CNC(=O)CNC(=O)c2cccs2)c(OC)c1,-12,-1,0,-13,91,-4,-1.9,5,-1,1
CCOc1ccc(NC(=O)COc2ccc(C(=O)N3CCC(C(N)=O)CC3)cc2OC)cc1,-10,-2,8,/,97,2,-1.7,13,6,11
O=C(Nc1ccccc1Cl)Nc1ccnn1C1CCN(C(=O)c2cscn2)CC1,-9,-2,5,-5,102,4,0.8,-1,3,0
CCC(=O)c1ccc(O)c(CC=C(C)C)c1,1,-5,-4,-5,95,-7,3.4,5,1,-6
Cc1cccc2sc(NNC(=O)c3ccc(S(=O)(=O)N4CCc5ccccc5C4)cc3)nc12,23*,-11,7,-6,91,/,-0.4,8,12,26
COc1ccc(OCCCC(=O)OCC(=O)N2CCN(S(=O)(=O)c3ccc(C)cc3C)CC2)cc1,10,7,6,-5,94,2,0.2,-1,-5,0
CN(Cc1ccccc1)c1cc2c(c3c1ccn3C)C1CCC2O1 (centres undefined),-18,0,1,/,94,/,/,/,-4,1
O=S(=O)(CC(CN1CCOCC1)N1CCOCC1)c1ccccc1 (centres undefined),3,-2,-2,-16,106,-6,9.6*,3,-11,-3
Cc1cc(S(=O)(=O)N(Cc2ccccc2F)C2CC2)ccc1-n1cnnn1,-7,-1,3,-3,96,-1,4.7,11,-1,-3
COCCNC(=O)c1ccc(CN2CCc3ccccc3C2)cc1,-9,2,1,-2,97,12,0.3,12,1,0
NS(=O)(=O)c1ccc(N2C(=O)CCCC2=O)cc1,2,1,6,-13,94,22,0.2,8,2,-2
O=C(CSc1cccs1)Nc1ccc2ccccc2c1,-3,0,-7,-6,95,-1,1.9,15,2,-13
C=CCn1c(=NC(=O)C2CCCCC2)sc2cc(NC(C)=O)ccc21,-1,0,-2,-10,101,2,-0.2,9,-5,-2

Next entries follow.
canonical_smiles,ABHD5-PLIN5 inh,Glyco luc inh,HTR2A ag,CaV13 ICDI inh,ABCB6 inh MLPCN,PDI inh,MC4R barr agon,MC4R antagonist,Exocytosis inh,H9c2 protect
Cc1ccc2oc(=O)c3cc(C(=O)NCc4ccco4)sc3c2c1,4,-1,2,-11,106,/,2.0,-2,2,-1
COc1ccccc1NS(=O)(=O)c1cccc(C(=O)N/N=C(\C)c2ccc(-n3ccnc3)cc2)c1,1,-1,5,-4,98,1,-0.2,16,0,7
CSCCC(C(=O)OC1CCOC1=O)N1C(=O)c2ccccc2C1=O (centres undefined),0,-3,5,-3,100,1,-3.1,22,0,14
C[C@@H]1CCCCO[C@@H](CN(C)C(=O)CCCN(C)C)[C@@H](C)CN([C@H](C)CO)C(=O)c2cc(N(C)C)ccc2O1,5,3,5,-7,100,/,/,/,-3,4
CCS(=O)(=O)c1nc(S(=O)(=O)c2ccc(C)cc2)c(N2CCC(C)CC2)s1,0,-2,-9,-5,103,1,-2.2,7,-2,-1
O=C(CC1C(=O)NCCN1Cc1ccc(Cl)c(F)c1)NCC1CCOCC1 (centres undefined),-1,1,9,-11,95,2,0.4,7,-1,-6
CCCCOc1ccc(C(=O)NCC(=O)OC2CCOC2=O)cc1 (centres undefined),1,0,-2,/,91,-4,-2.5,25,1,8

A draw from above in order of length of the SMILES, largest number first.
canonical_smiles,ABHD5-PLIN5 inh,Glyco luc inh,HTR2A ag,CaV13 ICDI inh,ABCB6 inh MLPCN,PDI inh,MC4R barr agon,MC4R antagonist,Exocytosis inh,H9c2 protect
COc1ccccc1NS(=O)(=O)c1cccc(C(=O)N/N=C(\C)c2ccc(-n3ccnc3)cc2)c1,1,-1,5,-4,98,1,-0.2,16,0,7
CCS(=O)(=O)c1nc(S(=O)(=O)c2ccc(C)cc2)c(N2CCC(C)CC2)s1,0,-2,-9,-5,103,1,-2.2,7,-2,-1
CCCCOc1ccc(C(=O)NCC(=O)OC2CCOC2=O)cc1 (centres undefined),1,0,-2,/,91,-4,-2.5,25,1,8
